Screening data (PubChem)
FEN1 inhibitor: blocks human flap endonuclease 1; Recombinant FEN1 flap cleavage, fluorescence, 15 min; 0.35% of 390,000 active; Potency, µM (series often up to 114 µM), for the others: at the highest dose activity change, negative = inhibition, most hits filed as inhibitors; AID 588795; P39748; active means well fitted inhibition curve with a large enough effect; inconclusive means small, poorly fitted or top-dose-only effect; inactive means no such curve, though single readings can be large or run the other way; further: nearly all actives have a fitted effect of over 65% in size
Target sequence (P39748 whole entry, looked up): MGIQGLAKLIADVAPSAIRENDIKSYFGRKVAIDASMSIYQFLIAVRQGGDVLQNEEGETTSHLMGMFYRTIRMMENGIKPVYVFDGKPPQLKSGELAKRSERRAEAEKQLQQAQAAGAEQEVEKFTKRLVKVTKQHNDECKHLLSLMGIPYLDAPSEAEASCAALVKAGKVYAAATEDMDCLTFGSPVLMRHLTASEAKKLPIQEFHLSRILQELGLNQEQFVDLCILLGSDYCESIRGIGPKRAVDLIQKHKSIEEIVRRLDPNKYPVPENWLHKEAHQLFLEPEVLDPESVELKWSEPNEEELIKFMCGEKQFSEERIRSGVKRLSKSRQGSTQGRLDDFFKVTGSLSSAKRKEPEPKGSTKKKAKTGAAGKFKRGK
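Reaction started by adding substrate (50 nM final) to 10 nM enzyme after 15 min room-temperature compound preincubation. Reads at 0 and 15 min, with data normalized and fitted to a four-parameter Hill equation.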
Starred values were filed as active, the others as inactive; ? = inconclusive; & = joins results of further samples. On the % scale 0 is the no-effect control and ±100 the full control effect; potency means the concentration at half of the fitted maximal effect. The list is partial (hit frequency here may not be typical).

SMILES | FEN1 inhibitor
N=NC(=O)c1ccccc1Nc1c(O)[nH]c2ccccc12 | -4%
Cn1nc(CC#N)c2c(=N)n(N)cnc21 | 4%
COc1nc(NC2OC(CO)C(O)C(O)C2O)c(N)c(=O)[nH]1 (stereo not given) | 5%
COc1ccc(S(=O)(=O)N2CCCCC2)cc1NC(=O)CCC(=O)N1CCC(c2ccccc2)=N1 | -8%
CC(C)CC(CO)N1CCN(C(=O)c2ccc(Cl)cc2)CCC1=O (stereo not given) | 11%
O=C(O)C(CCC(C(=O)O)c1ccccc1)c1ccccc1 (stereo not given) | -3%
O=C1C=CC(=O)N1c1ccc2c(c1)C(NC(=O)C(F)(F)F)c1ccccc1-2 (stereo not given) | 0%
C[C@H](CO)N1C[C@H](C)[C@@H](CN(C)S(=O)(=O)c2ccc(F)cc2)Oc2c(NC(=O)c3ccncc3)cccc2C1=O | -14%
C=CCC12C=C(OC)C(=O)OC(OC)(C1O)[C@H](c1ccc3c(c1)OCO3)[C@H]2C (stereo not given in full) | 15%
O=C(O)C1=C[C@@H](c2ccccc2)C[C@@H](OCCCCO)O1 | -5%
O=C1CCN(Cc2ccccc2)C(=O)N1 | -4%
Cc1ccc(C(=O)N2CCN(C/C=C/c3ccccc3)CC2)cc1S(=O)(=O)N1CCOCC1 | -7%
Cc1cc2nnc(SCc3ccc4c(c3)OCO4)n2c2ccccc12 | -4%
CC(C)C(=O)N1CCN(c2ccccc2NC(=O)c2ccc3c(c2)OCCO3)CC1 | -7%
CCOc1ccc(NC(=O)CSc2nnc3c(n2)[nH]c2ccc(S(=O)(=O)N4CCOCC4)cc23)cc1 | -18%
Cc1cccc(Nc2nnc(SCC(O)=C(C#N)c3nc4ccccc4[nH]3)s2)c1 | -18%
O=C(C[n+]1cccc2cccc(O)c21)c1ccc(Cl)cc1 | -4%
C=C1NN(Cc2ccccc2)C(=O)N1c1ccc(OC)cc1 | -13%
Cc1cc2sc3ccc(C#CC4(O)CCCCC4)cc3c(=O)c2cc1C | -2%
CC1=CC2(C)C(C3C(C)=CC2(C)C(=O)C3(C)O)C(C)(O)C1=O (stereo not given) | 0%
O=S(=O)(NCCOc1ccccc1Cl)c1ccc2oc3ccccc3c2c1 | -21%
Nc1c(N=Nc2ccc([N+](=O)[O-])cc2)c(S(=O)(=O)O)cc2cc(S(=O)(=O)O)c(/C=C/c3ccccc3)c(O)c12 | 11µM*
CCCCn1c(N)c(N(CC(C)C)C(=O)c2cc3ccccc3cc2OC)c(=O)[nH]c1=O | 0%
CN(C)c1ccc(/C=C/c2ccnc3ccccc23)cc1Br | -6%

As a working copy, 15 of the compounds above:
SMILES | FEN1 inhibitor
O=C1C=CC(=O)N1c1ccc2c(c1)C(NC(=O)C(F)(F)F)c1ccccc1-2 (stereo not given) | 0%
C[C@H](CO)N1C[C@H](C)[C@@H](CN(C)S(=O)(=O)c2ccc(F)cc2)Oc2c(NC(=O)c3ccncc3)cccc2C1=O | -14%
C=CCC12C=C(OC)C(=O)OC(OC)(C1O)[C@H](c1ccc3c(c1)OCO3)[C@H]2C (stereo not given in full) | 15%
O=C(O)C1=C[C@@H](c2ccccc2)C[C@@H](OCCCCO)O1 | -5%
O=C1CCN(Cc2ccccc2)C(=O)N1 | -4%
Cc1ccc(C(=O)N2CCN(C/C=C/c3ccccc3)CC2)cc1S(=O)(=O)N1CCOCC1 | -7%
Cc1cc2nnc(SCc3ccc4c(c3)OCO4)n2c2ccccc12 | -4%
CC(C)C(=O)N1CCN(c2ccccc2NC(=O)c2ccc3c(c2)OCCO3)CC1 | -7%
CCOc1ccc(NC(=O)CSc2nnc3c(n2)[nH]c2ccc(S(=O)(=O)N4CCOCC4)cc23)cc1 | -18%
Cc1cccc(Nc2nnc(SCC(O)=C(C#N)c3nc4ccccc4[nH]3)s2)c1 | -18%
O=C(C[n+]1cccc2cccc(O)c21)c1ccc(Cl)cc1 | -4%
C=C1NN(Cc2ccccc2)C(=O)N1c1ccc(OC)cc1 | -13%
Cc1cc2sc3ccc(C#CC4(O)CCCCC4)cc3c(=O)c2cc1C | -2%
CC1=CC2(C)C(C3C(C)=CC2(C)C(=O)C3(C)O)C(C)(O)C1=O (stereo not given) | 0%
O=S(=O)(NCCOc1ccccc1Cl)c1ccc2oc3ccccc3c2c1 | -21%

Following part:
SMILES | FEN1 inhibitor
O=C(C=Cc1ccccc1)c1cccs1 | -15%
O=S(=O)(Nc1cccc2ccccc12)c1cccc2ccccc12 | -22%
C[C@H](CO)N1C[C@H](C)[C@@H](CN(C)S(=O)(=O)c2ccccc2)Oc2c(NC(=O)C3CC3)cccc2C1=O | -13%
CCOC(=O)/C=c1/s/c(=C/c2ccc3cc(OC)ccc3c2)c(=O)n1CC(=O)NCc1ccc2c(c1)OCO2 | -11%
O=C(Cn1cc(COc2ccccc2[N+](=O)[O-])nn1)c1ccc(O)cc1 | -6%
OCCCn1c(C2CCCN2c2nc(-c3ccc(F)cc3)cs2)nc2cc(C(F)(F)F)ccc21 (stereo not given) | 5%
COc1ccccc1C=NN=C1c2ccccc2-c2ccccc21 | 4%
O=C1CC2(CCCC2)Oc2ccccc21 | 11%
O=[N+]([O-])c1ccc(Cc2ccccn2)c([N+](=O)[O-])c1 | -3%
O=C(Nc1ccccc1)c1ccccc1NC(=O)c1ccccc1C(=O)O | 6%
Cc1ccc(S(=O)(=O)N2CCN(C(=O)COC(=O)COc3ccc(Cl)cc3C)CC2)c(C)c1 | -18%
COc1ccc(C2C(=O)NN=C2C)cc1 (stereo not given) | -2%
COC(=O)c1ccc(OC)c(CSc2nnc(-c3ccc(C)cc3)o2)c1 | -4%
COCCn1c(SCc2ccc(Cl)cc2)nc2c1c(=O)[nH]c(=O)n2C | -3%
CC(C)C1(c2ccsc2)NC(=O)NC1=O (stereo not given) | 4%
CCN(C(C)=O)c1cnc(C=NNC(N)=S)c2ccccc12 | -1%
O=c1c2ccccc2nnn1-c1ccccc1 | -3%
Clc1ccc(Nc2ccc3ccccc3n2)cc1 | -2%
CN1CCc2nc(SCc3ccc(Cl)cc3)c(C#N)c(-c3cccs3)c2C1 | -14%
OCC[C@@H]1C[C@H](O)[C@@H](O)[C@@]2(CCCO2)O1 | 25%
O=C(Cc1cccc(NC(=O)C2CCN(C(=O)C3CC3)CC2)c1)Nc1cccc(C(=O)N2CCOCC2)c1 | -4%
COc1ccc2c(c1)c1nnc(SC(C)C)nc1n2C | -17%
CSc1ccc(CN(C)C(=O)c2ccc(S(=O)(=O)Nc3c(C)n(C)n(-c4ccccc4)c3=O)cc2)cc1 | 20%
O=C(O)Cc1ccc2ccc3ccccc3c2c1 | 2%
CCOC(=O)/C=c1/s/c(=C/c2ccc3cc(OC)ccc3c2)c(=O)n1CC(=O)NCC1CCCO1 (stereo not given) | -9%
O=C(O)c1cccc2c1/C(=N/O)c1ccccc1-2 | -7%
COc1cccc(CC(O)CC2c3c(cc4c(c3OC)OCO4)CCN2C)c1 (stereo not given) | -18%
CN(CC(=O)Nc1ccc(F)c(F)c1F)C(=O)c1cc(S(=O)(=O)N(C)C)ccc1N1CCCC1 | -10%
C#CCOCCOCCOCCNc1nc(N2CCOCC2)nc(N2CCN(C(=O)Cn3cc(CCCCN)nn3)CC2)n1 | 1%
CC1=NN(C(N)=S)C(=O)C1N=Nc1c(C)n(C)n(-c2ccccc2)c1=O (stereo not given) | 7%
COc1ccc(C2c3cc4c(cc3OC(N3CCOCC3)C2C)OCO4)c(OC)c1 (stereo not given) | -6%
O=c1ncn(C2CCCCC2)c(=O)[nH]1 | 0%
C=CCN1C=CC(=O)[C@@H](O)[C@H]1c1ccccc1Br | 13%
CCC(=O)c1ccc(OC)c(OC)c1OCc1ccccc1 | -8%
O=C1C(F)=CC(COC(c2ccccc2)(c2ccccc2)c2ccccc2)OC1n1cc(F)c(=O)[nH]c1=O (stereo not given) | -4%
O=S(=O)(c1ccc(F)cc1)N1CCN(c2nc(-c3cccs3)nc3ccccc23)CC1 | -9%&-22%
CC1CN(C(=S)Nc2ccccc2)C(C)CN1C=O (stereo not given) | 0%
Nc1nc(NCc2ccccc2)c2[nH]cnc2n1 | -3%&2%
O=C(NNc1ccccc1)c1ccccc1 | 0%
COc1ccc(C(=O)CCc2ccccc2)c(O)c1 | -11%
COc1ccc(C2Nc3ccccc3C(=O)N2c2ccc(F)cc2)cc1COc1ccc(NC(C)=O)cc1 (stereo not given) | 7%
CCN(CC)c1nc(N)c(C#N)c(CC#N)c1C#N | -3%
COC(=O)COc1ccc(C(=O)Cn2c(NCCCO)nc3ccccc32)cc1 | 7%
CC(C)Oc1ccccc1/C=N/NC(=O)C1CC1 | 0%
Nc1ccccc1-c1ccc([N+](=O)[O-])cc1 | 5%
CC[N+](C)(C)c1ccc(/C=C/c2ccncc2)cc1 | ?
CC12CCC(C(NC(=S)NN)C1=O)C2(C)C (stereo not given) | 0%
O=C(NN=Cc1ccc([N+](=O)[O-])cc1)C1CC1 | -4%
O=C(NC1CCCCC1)c1csnn1 | 13%
c1ccc(Cn2nnnc2C(c2ccccc2)N2CCN(Cc3ccncc3)CC2)cc1 (stereo not given) | 11%
NS(=O)(=O)c1ccc(CNC(=O)Cc2ccsc2)cc1 | 16%
CN(C)c1ccc(C=c2c3ccccc3n3c2c2ccccc2[n+]3C)cc1 | 32µM*
COc1cc(C2c3cc4c(cc3OC(NCc3ccccc3)C2C)OCO4)cc(OC)c1OC (stereo not given) | -2%
CC(=O)Nc1ccc2c(c1)ncn2C1CCCCC1 | 11%
CCOC(=O)C(=CNc1ccc(O)c(C(=O)OC)c1)C(=O)OCC | -9%
CCn1c(SCC(=O)c2cc(OC)ccc2OC)nnc1-c1ccncc1 | 0%
Cn1cc(C2OC(=O)c3ccccc32)c2ccccc21 (stereo not given) | -15%
CCN(CC)CCN1C(=O)c2ccccc2NC1c1ccc(OC)c(COc2ccc(NC(C)=O)cc2)c1 (stereo not given) | -19%
O=C(COc1ccc(Br)cc1Br)NN1C(=O)c2ccccc2C1=O | 10%
CCCCCCn1c(COc2ccccc2F)nnc1SCC(=O)NC1CCS(=O)(=O)C1 (stereo not given) | -4%

The results go on.
SMILES | FEN1 inhibitor
CCC1([N+](=O)[O-])COC(c2ccc(OC)cc2)OC1 (stereo not given) | 6%
CCCN1CNc2c(c(=O)[nH]c(=S)n2CCC(C)C)C1 | -5%
CN1CCCCCC1=Nc1ccc([N+](=O)[O-])cc1 | 2%
CN1C[C@@H]2[C@@H]3C(=O)N(C)C(=O)[C@@H]3[C@](Cc3ccccc3)(C1=O)N2C(=O)c1ccccc1 | -4%
O=C1NCC(Nc2ccccc2Cl)C(=O)N1 (stereo not given) | -10%
COCCn1c(SCC(=O)Nc2ccc(OC)c(S(N)(=O)=O)c2)nc2ccccc2c1=O | -10%
CN(C)/[N+]([O-])=N\Oc1cc(OC(=O)c2ccc(N)cc2)c([N+](=O)[O-])cc1[N+](=O)[O-] | ?
CCN1C(=O)[C@H]2[C@H]3CN=C(SC)N3[C@@](C)(C(=O)OC)[C@H]2C1=O | 3%
Cc1ccc2ccccc2n1 | 0%
Oc1cccc2ccc[n+](CC(O)CBr)c12 (stereo not given) | 0%
Cc1ccc(NC(=O)COc2ccc(C(=O)NCCc3ccccc3)cc2)cc1 | -1%
COc1ccc2nc(-c3ccc(F)cc3)sc2c1 | -16%
CCCCn1c(N)c(N(CCOC)C(=O)COC(=O)c2ccccc2NCCO)c(=O)[nH]c1=O | 13%
C#CCNC(=O)C1=C[C@@H](c2ccc(C#C)cc2)C[C@@H](OCCCCO)O1 | ?
c1ccc(CSc2cc3ccccc3[nH]2)cc1 | 0%
O=C(O)c1cc2cccc([N+](=O)[O-])c2[nH]1 | ?
Cc1ccc(S(=O)(=O)N2CCN(c3nc(-n4cnc5ccccc54)nc4ccccc34)CC2)cc1 | -4%
O=C1CCC(CCc2nc3ccccc3[nH]2)(c2ccccc2)C(=O)N1 (stereo not given) | 9%
O=C(CC1Sc2ccccc2NC1=O)NNc1cccc(Cl)c1Cl (stereo not given) | -2%
O=C1C2C3C=CC(O3)C2C(=O)N1N=Cc1ccc2c(c1)OCO2 (stereo not given) | 1%
CC1CCCC=CC2CC(OC(=O)CN(C)C)CC2C(O)C=CC(=O)O1 (stereo not given) | -1%
CCOc1ccc(NS(=O)(=O)c2ccc(C(=O)N(C)CC(=O)Nc3ccccc3Br)cc2)cc1 | 9%
Cc1ccc2c(/C=C/c3c[nH]c4ccccc34)ccnc2c1C | ?
O=[N+]([O-])c1cccc(C([O-])=C(C(=S)Nc2cccc3ccccc23)[n+]2ccccc2)c1 | 2%
COc1cc(OC)cc(C(=O)NCC(C)NC(=O)c2cc(OC)cc(OC)c2)c1 (stereo not given) | -15%
COc1ccc(-c2oc3ccc(-c4ccc5c(c4)OCO5)cc3c2-c2ccc(OC)nc2)cc1 | -10%
COc1nc(N)nc(NC(=O)c2cccs2)c1N=O | -6%
CCOC(=O)CCCCCCCCC(=O)Nc1ccc(-n2[nH]c(=O)cc2C)cc1 | 1%
C=CCN(c1ccccc1OC)S(=O)(=O)c1cccc(C(=O)NCC(c2ccc(OC)cc2)N2CCCC2)c1 (stereo not given) | 0%
Nc1cc2[nH]c(=O)c3ccccc3c2cc1[N+](=O)[O-] | ?
O=C(Oc1nsnc1N1CCOCC1)N1CCCC1 | 7%
CC(C)N1CCC(=O)NC1=O | -8%
O=P(Cc1ccccc1)(Cc1ccccc1)c1ccccc1 | -2%
CN1CC[C@@]2([C@@]34CCN(C)C3Nc3ccccc34)c3ccccc3NC12 (stereo not given in full) | 2%
CC(=O)Nc1cccc2cccnc12 | -10%
CCOC(=O)C1CCCN(C(=O)C2CCN(Cc3nc(-c4ccc(Cl)cc4)oc3C)CC2)C1 (stereo not given) | 7%
CCN(C(=O)COC(=O)CNC(=O)c1cccs1)c1c(N)n(Cc2ccccc2)c(=O)[nH]c1=O | -10%
